Screening results deposited in PubChem BioAssay by National Center for Advancing Translational Sciences (NCATS).
AID inhibitor – inhibitors of human activation induced cytidine deaminase; Q9GZX7; AID deamination FRET fluorescence, UDG-coupled, 4 h; Potency, µM (highest dose often 115 µM), for inactives: at the top dose activity change, negative = inhibition, hits mostly inhibitors; hit rate 0.32% among 91,000; note: nearly all actives have a fitted effect of over 25% in size
Target sequence (Q9GZX7 whole entry, looked up): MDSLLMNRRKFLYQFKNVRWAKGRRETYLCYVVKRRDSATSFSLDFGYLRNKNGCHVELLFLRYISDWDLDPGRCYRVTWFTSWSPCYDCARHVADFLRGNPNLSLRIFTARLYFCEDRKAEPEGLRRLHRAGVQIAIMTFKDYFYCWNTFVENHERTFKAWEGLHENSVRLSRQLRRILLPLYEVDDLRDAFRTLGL
UDG counter – UDG inhibition counter-screen | AID 1347430 | hit rate 0.14% among 91,000 | Potency, µM (highest dose often 115 µM), without a hit: at the top dose activity change, negative = inhibition, actives largely listed as inhibitors | FRET deamination/UDG coupled assay, UDG read, 4 h; note: nearly all actives have a fitted effect of over 65% in size
* = called active by the depositor; ? = inconclusive; & = joins results of further samples; [ ] = remark or other dose. Calls come from the whole dose curve; as a rule, active = well fitted curve in the direction sought with a large enough effect; inconclusive = small, poorly fitted or top-dose-only effect, or another doubt; inactive = no such curve, though single readings can be large; an effect the other way counts as inactive or inconclusive. % is set by controls: 0 for no effect and ±100 for the full control effect; potency is the fitted concentration of half-maximal effect. Some of the compounds tested; rates above refer to the full screens.

SMILES	AID inhibitor	UDG counter
COc1ccc(OC)c(C2CC(=O)c3c([nH]c(C(=O)OCC4CCCCC4)c3C)C2)c1 (configuration not stated)	3%	2%
COc1cc2c(cc1OC)CN(Cc1cc(=O)c(OCc3c(Cl)cccc3Cl)co1)CC2	-2%	-8%
CN(C)CCNC1CCCCC1	3%	5%
Cl/C(=N\Nc1c(Cl)cc(Cl)cc1Cl)c1ccccc1	-3%	8%
N#Cc1ccc(COc2ccc(-n3cnnn3)cc2)c(F)c1	-19%	-9%
CCC(=O)N1CCCc2cc(S(=O)(=O)N3CCC(C(=O)Nc4ccc(F)c(F)c4)CC3)ccc21	?	-25%
COc1cccc(CNC(=O)CCCn2ncn3c(cc4occc43)c2=O)c1OC	-3%	-8%
CCOC(=O)N1CCN(S(=O)(=O)N2CCCC(C(=O)NCc3cccc(OC)c3)C2)CC1 (configuration not stated)	6%	13%
Cc1ccccc1C1C=C(c2ccc(Cl)cc2)Nc2nnnn21 (configuration not stated)	1%[57.5 µM]	2%[57.5 µM]
COc1cc(NC(=O)c2ncn(-c3ccccc3)n2)cc(OC)c1	1%	-5%
CCOC(=O)c1ccc(NS(=O)(=O)c2cn(C)c(C)n2)cc1	-8%	-6%
C/C(=N/Nc1cccc([N+](=O)[O-])c1)c1ccccn1	-10%	-4%

Next section
SMILES	AID inhibitor	UDG counter
CCCCN(C(=O)Nc1ccc(OCC)cc1)C1CCN(C(C)=O)CC1	6%	-24%
CCN(CC)S(=O)(=O)c1ccc(NC(=O)[C@H](CCSC)N2Cc3ccccc3C2=O)cc1	?	-7%
Cc1cc(-n2c(SCC(=O)NCc3ccccc3)nc3ccsc3c2=O)ccc1Cl	-29%	-2%[57.5 µM]
Cc1ccccc1C(=O)Nc1ccc(Cl)c(C(F)(F)F)c1	-6%	-2%
CN(Cc1ccsc1)C(=O)CSc1nnc(COc2ccccc2Cl)n1C	-7%	-8%
CC(NC(=O)c1cc(Cl)nc(Cl)c1)C1CC2CCC1C2 (configuration not stated)	-9%	-14%
CC(C(=O)NC1CCCCC1)N1CCN(Cc2ccc(C(F)(F)F)cc2)CC1 (configuration not stated)	-2%	0%
COc1ccc(-c2cn3cccnc3n2)cc1NC(=O)COc1ccccc1	?	-3%[57.5 µM]
COC(=O)c1ccc(Cl)cc1NC(=O)Nc1nnc(N2CCCC2)s1	-3%	3%
CNC(=O)CCc1cn(Cc2ccccc2C)c2ccccc12	6%	2%
COc1cc(C(=O)N2CCN(c3ncccn3)CC2)cc(Cl)c1OC	-7%	-9%
O=[N+]([O-])c1ccc(-c2nc(Nc3ccc(I)cc3)c3ccccc3n2)cc1	-6%	5%

The results go on:
SMILES	AID inhibitor	UDG counter
COc1ccc(-c2cc(Nc3cccc(OC)c3)nc(C)n2)cc1	-8%	-11%
COc1ccc(Oc2nc3c(c(=O)n(Cc4ccccc4Cl)c(=O)n3C)n2C)cc1	-18%[57.5 µM]	-10%[57.5 µM]
O=C(NCCCl)c1ccc2ccccc2n1	0%	0%
CC(O)CNC(=O)NCCc1ccc(S(N)(=O)=O)cc1 (configuration not stated)	-6%	-3%
CN1C(=O)C2(C(C#N)=C(N)N(c3ccccc3)C3=C2C(=O)OC3)c2ccccc21 (configuration not stated)	2%	0%
CC(NC(=O)/C=C/c1cccs1)C12CC3CC(CC(C3)C1)C2 (configuration not stated)	-9%	-7%
CCCNC(=O)NC(=O)CSc1nc(-c2ccco2)nc2ccccc12	-6%	-18%
CCOc1ccc(NC(=O)[C@H]2O[C@@H]3OC(C)(C)O[C@@H]3[C@H]3OC(C)(C)O[C@H]32)cc1	-2%	-15%
COc1ccc(C(=O)N2CCN(c3nc4nc(C)ccc4o3)CC2)cc1C#N	5%	-12%
O=C(c1ccc2c(c1)N(Cc1ccccc1F)C(=O)c1ccccc1S2(=O)=O)N1CCCCCC1	?	?
CCc1ccc(C(=O)c2ccccc2C(=O)O)cc1	-2%	-3%
CCOC(=O)c1[nH]c(C)c(C(=O)Nc2cccc(Cl)c2)c1C	-5%	-9%

Further results
SMILES	AID inhibitor	UDG counter
CCCn1nc(C(=O)Nc2ccc3c(c2)OCO3)c2ccccc2c1=O	1%	2%
Cc1cccc(N2NC3(CCCC(C)C3)NC2=S)c1C (configuration not stated)	2%	-9%
COc1ccc2c(c1)CC(NC(=O)Nc1c(C)cc(C)cc1C)CO2 (configuration not stated)	-1%	-4%
COc1ccc(NC(=O)c2cnc(N3CCCCC3)c3ccccc23)cc1Cl	-11%	?
Cc1ccc(CN(Cc2ccco2)C(=O)COc2ccc(C(C)C)cc2)cc1	?	-8%
COc1ccc(-c2nc3sc(CCNC(=O)C(=O)Nc4ccccc4C#N)c(C)n3n2)cc1	1%	-3%
COc1ccc(Cl)cc1NC(=O)[C@H]1C[C@H](CCC(N)=O)N[C@]12C(=O)Nc1c(C)cc(Cl)cc12	-11%	0%
Cc1ccc(CNC(=O)CSc2nc3ccsc3c(=O)n2Cc2ccccc2F)cc1	-2%	-5%[57.5 µM]
CCN(C(=O)Cn1nc(C(=O)O)c2ccccc2c1=O)c1ccccc1	-6%	21%
CC(NC(=O)c1ccc(Cl)cc1)c1nnc(SCC(=O)c2ccccc2)n1C (configuration not stated)	-7%	17%
CCOC(=O)c1nc(Nc2ccc(C(C)=O)cc2)c2ccccc2n1	17%	11%
CC(C)CN(CCCNC(=O)c1cc(-c2ccc(Br)s2)nc2ccccc12)CC(C)C	7%	1%

Some of the entries so far, with values under each structure:
Each structure is followed by: AID inhibitor, UDG counter
Cc1cccc(N2NC3(CCCC(C)C3)NC2=S)c1C (configuration not stated)
    2%, -9%
COc1ccc(NC(=O)c2cnc(N3CCCCC3)c3ccccc23)cc1Cl
    -11%, ?

Other compounds
SMILES	AID inhibitor	UDG counter
C=CCOc1ccc(/C=C2\N=C(SC)SC2=O)cc1	-3%	-7%
CN(C)S(=O)(=O)NC(=O)c1cc(Br)ccc1F	3%	2%
O=C(O)CCC(=O)O	6%	-1%
COC(=O)c1c(C)nn(-c2ccc(F)cc2)c1-n1cccc1	-3%	-2%
CCOc1ccc(C(=O)Nc2cccc3ccc(C)nc23)cc1	-6%	-1%
CCOCCCNC(=O)c1ccc2c(c1)NC(=O)C(CS(=O)(=O)Cc1ccc(F)cc1Cl)N2 (configuration not stated)	129%[activator]	-13%
COc1ccc(OC)c(NS(=O)(=O)c2ccc(-n3cccn3)cc2)c1	19%	-7%
Cc1cc(C)cc(OCCN)c1	6%	-4%
COc1cccc(CSc2nc3cc(C(=O)NC4CCCC4)ccc3c(=O)n2Cc2ccccc2)c1	6%	6%
COc1ccc(CNC(=O)COc2ccc3ccc(=O)oc3c2)cc1	-4%	-6%
CCOC(=O)C1CCN(C(=O)CSc2n[nH]c(-c3ccccc3Cl)n2)CC1	4%	8%
COc1ccc(CCN(C)CCCC(C#N)(c2cc(OC)c(OC)c(OC)c2)C(C)C)cc1OC (configuration not stated)	-12%	-9%

Another view of part of the listing above:
Screens in order – AID inhibitor	UDG counter
> Cc1cc(-n2c(SCC(=O)NCc3ccccc3)nc3ccsc3c2=O)ccc1Cl
 : -29%	-2%[57.5 µM]
> Cc1ccccc1C(=O)Nc1ccc(Cl)c(C(F)(F)F)c1
 : -6%	-2%
> CN(Cc1ccsc1)C(=O)CSc1nnc(COc2ccccc2Cl)n1C
 : -7%	-8%
> CC(NC(=O)c1cc(Cl)nc(Cl)c1)C1CC2CCC1C2 (configuration not stated)
 : -9%	-14%
> CC(C(=O)NC1CCCCC1)N1CCN(Cc2ccc(C(F)(F)F)cc2)CC1 (configuration not stated)
 : -2%	0%
> COc1ccc(-c2cn3cccnc3n2)cc1NC(=O)COc1ccccc1
 : ?	-3%[57.5 µM]

(continued)
SMILES	AID inhibitor	UDG counter
N#C/C(=C/c1cc(Br)ccc1OC(F)F)c1ccccn1	-4%	-5%
CC(=O)c1c(C)[nH]c(C(=O)/C(C#N)=C\c2ccc(F)cc2)c1C	-12%	-7%
COc1ccc(C(=O)N(Cc2ccc(C(C)C)cc2)C2CCS(=O)(=O)C2)cc1 (configuration not stated)	-29%	-17%
O=C(NCc1ccco1)c1ccc2c(c1)N(Cc1ccc(F)cc1)C(=O)c1ccccc1S2(=O)=O	?	-15%
Cc1cccc(N2CCN(C(=O)Cn3ncc4c([nH]c5ccccc54)c3=O)CC2C)c1 (configuration not stated)	-4%	-8%[57.5 µM]
O=C(Cn1ncn2c(cc3sccc32)c1=O)NCCc1ccccc1	-9%	3%
CCOc1ccccc1NC(=O)Cn1c(=O)n(-c2ccc(F)cc2)c(=O)c2c3c(sc21)CN(C(C)=O)CC3	-1%	-8%
CN(C(=O)Cn1nc(-c2ccc(Br)cc2)ccc1=O)C1CCCCC1	?	-9%
O=C1C(c2ccccc2)=C(c2ccccc2)C(c2ccccc2)=C1c1ccccc1	-7%	-9%
COc1ccc(CCNC(=O)C(=O)NCC(c2cccnc2)N2CCN(c3ccccc3)CC2)cc1 (configuration not stated)	11%	-5%
Cc1ccc2cc3cc(C(=O)NC4CCCC4)sc3nc2c1	17%	-2%
O=[N+]([O-])c1ccc(COc2ccc(I)cc2)cc1	-3%	-8%

Other results.
SMILES	AID inhibitor	UDG counter
CCOC(=O)c1ccccc1NC(=O)c1sc2ncn(CC)c(=O)c2c1C	6%	-30%
CCOc1ccc(S(=O)(=O)/C=C2\NCCc3cc(OC)c(OC)cc32)cc1	38%[activator]	-3%
CCOC(=O)c1c(-c2ccc(OC)c(OC)c2)csc1NC(=O)c1ccc(C)cc1	4%	?
Cc1ccc(CS(=O)CCC(=O)Nc2ccccc2)cc1 (configuration not stated)	1%	4%
COc1ccc(NC(=O)Cn2c(=O)n(Cc3nc(-c4ccccc4)no3)c(=O)c3ccccc32)cc1Cl	-3%	27%
CCOc1cc2sc(N3CCC(C(=O)Nc4ccc(C(C)C)cc4)CC3)nc2cc1Br	-9%	-15%
Cc1cccc(OC(C)C(=O)Nc2ncn[nH]2)c1 (configuration not stated)	?	-7%
Cc1c(CNC2CCCCCC2)c(C(=O)O)c(C)n1Cc1c(F)cccc1Cl	-8%	-11%
COC(=O)/C=C/c1ccc(OS(=O)(=O)c2ccc3c(c2)OCCCO3)c(OC)c1	2%	7%
COc1ccc(CN2CCc3c(c(=O)n4ncc(C(=O)N5CCN(c6ccccc6OC)CC5)c4n3C)C2)cc1	-6%	0%
COc1ccc(Br)cc1CNC(=O)Cn1ncn2nc(-c3cccs3)cc2c1=O	-23%	-22%
CC(=O)Nc1ccc(C2Nc3c(C)cc(C)cc3-c3cc(C)nn32)cc1 (configuration not stated)	?	-27%[57.5 µM]

The list goes on:
SMILES	AID inhibitor	UDG counter
CCOc1ccc(CCNC(=O)c2sc3ncccc3c2-n2cccc2)cc1OCC	?	-14%
Cc1c(Cl)cccc1NC(=O)N1CCC(CN2CCOCC2)CC1	3%	-5%
Cc1ccc(-c2nc(Cn3c(=O)cc(-c4ccccc4)c4c(C)nn(C)c43)c(C)o2)cc1	-15%	?
COc1ccc2nc(SCC(O)c3cccc(Br)c3)[nH]c2c1 (configuration not stated)	11%	1%
CC(C)(C)CC(=O)Nc1sccc1C#N	27%	2%
Cc1ccc(NCC(=O)Nc2cc(Cl)ccc2-n2cncn2)cc1F	1%	5%
COc1ccc(Cl)cc1C1CC(=O)Nc2cc3c(cc21)OCCO3 (configuration not stated)	-8%	4%
O=C(/C=C/c1cccc([N+](=O)[O-])c1)OCC(=O)c1ccc(OC(F)F)cc1OC(F)F	9%	-2%
Cc1ccc(C)c(N2CCN(CCCNC(=O)c3ccc4nc(N5CCCCC5)sc4c3)CC2)c1	40µM*	-11%
Cn1nc(C(=O)OCCOc2cccc(Cl)c2)c2ccccc2c1=O	-12%	0%
CCOc1ccc(-c2c(C)nn3c(C)c(C(=O)NCC(C)c4ccccc4)cnc23)cc1OCC (configuration not stated)	18%	1%
CNC(=O)NC(=O)CN(Cc1ccc(C)cc1)C1CC1	4%	2%

Next section:
SMILES	AID inhibitor	UDG counter
O=C(Nc1cccc(Cl)c1)c1nnc(C(=O)N2CCC(C(=O)NCCN3CCCC3)CC2)s1	-3%	4%
Cc1cc(Nc2ccc(Cl)cc2C)nc(-n2nc(C)cc2C)n1	5%	-7%
COc1cc(-c2nnc(SCCOc3cc(C)cc(C)c3)o2)cc(OC)c1OC	2%	-16%
Cc1ccc(CCNC(=O)c2cc3sccc3n2Cc2ccc(C)cc2)cc1	17%	-2%
Cc1ccccc1C(=O)NCc1coc(-c2cccs2)n1	-7%	-7%
CCOC(=O)CNC(=O)CSc1cn(CC(=O)N2CCCCCC2)c2ccccc12	2%&9%	-2%&-7%
O=C(Cn1cc(/C=C2\NC(=O)NC2=O)c2ccccc21)Nc1ccccc1	-26%	-11%
CCOC(=O)C1=C(CN2CCN(c3ccccc3F)CC2)NC(=O)NC1c1ccc(Cl)cc1 (configuration not stated)	?	-21%
CC(C)NC(=O)CN(C)CC(O)COc1ccccc1F (configuration not stated)	-2%	-5%
O=C(CSc1ccccc1)N1CCc2c([nH]c3ccccc23)C1c1ccc(Cl)cc1 (configuration not stated)	-27%	-8%[57.5 µM]
CCc1nnc(SCc2nc(-c3ccc(OC)cc3)oc2C)c2cc3sccc3n12	6%	-6%
COc1cc(F)ccc1NS(=O)(=O)c1cc(C(=O)O)ccc1OC	-14%	-16%
Cc1nnc(NC(=O)c2nc(SC(C)C)ncc2Cl)s1	22%	27%
Cc1ccc(OC(=O)CSc2nnc(-c3cccs3)o2)cc1	?	?
O=C(NCCc1csc(-c2cccnc2)n1)c1ccc(F)c(F)c1	32%[activator]	-3%
